Giardia kill: Small Molecules that selectively kill Giardia lamblia: qHTS; 340,000 compounds, 0.15% hits; Giardia lamblia trophozoite viability; AID 540267, 2011; activity change, % at 7.66 µM, hits read low; in the data active means activity change below about -80%; inconclusive means between about -30% and that limit;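 further: parasites exposed to compound for two days anaerobically before the ATP read; on the % scale 0 is the no-effect control and ±100 the full control effect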
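Viability, read as ATP luminescence: trophozoites at 100 cells/well, compound added, 48 hrs anaerobic at 37 deg C, then 15-30 min room-temperature development before reading.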
BRCA1 expr act: qHTS Assay to Identify Small Molecule Activators of BRCA1 Expression | 380,000 compounds, 1.1% hits | AID 624202, 2012 | MCF7-BRCA1-FFLuc reporter, luminescence, 48 h; response scale: scaled: vehicle 0%, 10 µM genistein 100% | Potency, µM (series often up to 46.1 µM), inactives show at the top dose activation, most hits filed as activators; active means well fitted activation curve with a large enough effect; inconclusive means small, poorly fitted or top-dose-only effect; inactive means no such curve, though single readings can be large or run the other way; further: potency means the concentration at half of the fitted maximal effect; nearly all actives have a fitted effect of over 80% in size; some results filed as inactive show a strong effect at the top dose
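Activators of BRCA1 expression were detected as increased firefly luciferase luminescence in engineered MCF7 cells after 48 h compound incubation. Signals were scaled to genistein 10 microM as full activation.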
* = called active by the depositor; ? = inconclusive; [ ] = another dose, or the depositor's remark.

SMILES | Giardia kill | BRCA1 expr act
COc1ccc(S(=O)(=O)N2CCOC2CNC(=O)C(=O)NCCCN(C)C)cc1C (centres undefined) | 9 | -4%
C=C1C(=O)C23C(O)C1CCC2C12CCCC(C)(COC(C)=O)C1C(O)C3(O)OC2 (centres undefined) | -7 | -89%
CC(C)(C)S(=O)N1Cc2cn(Cc3ccccc3)c(=O)cc2[C@@H]1CCO (some centres undefined) | 3 | 15%
COc1cc(N2C(=O)C=CC2=O)ccc1N1C(=O)C=CC1=O | 11 | -97%[inhibitor]
CC(NC(=O)Cc1cccs1)C(c1cccs1)N1CCN(c2ccccc2)CC1 (centres undefined) | -11 | -26%
CCN(Cc1ccccc1)C(c1ccc(C(F)(F)F)cc1)c1nnnn1C(C)(C)C (centres undefined) | 8 | -26%
N#CC(=Cc1ccncc1)c1ccccc1 | -1 | 27%
O=C(C=Cc1ccc2c(c1)OCO2)OCC=Cc1ccc2c(c1)OCO2 | 16 | -21%
O=C(O)C1=C[C@H](c2ccc3c(c2)OCO3)C[C@H](OCCCCO)O1 | 24 | 7%
CCC/C(=N\NC(=O)C1CC1)c1ccccc1 | 8 | 0%
O=C(/C=C/c1c(Cl)cccc1Cl)NCCCn1ccnc1 | 0 | -5%
COc1cc(O)c(C(C)=O)c2c1C=CC(C)(C)O2 | 8 | 5%

Looked up by structure from the entries so far (five):
SMILES | Giardia kill | BRCA1 expr act
CC(NC(=O)Cc1cccs1)C(c1cccs1)N1CCN(c2ccccc2)CC1 (centres undefined) | -11 | -26%
C=C1C(=O)C23C(O)C1CCC2C12CCCC(C)(COC(C)=O)C1C(O)C3(O)OC2 (centres undefined) | -7 | -89%
CCC/C(=N\NC(=O)C1CC1)c1ccccc1 | 8 | 0%
CC(C)(C)S(=O)N1Cc2cn(Cc3ccccc3)c(=O)cc2[C@@H]1CCO (some centres undefined) | 3 | 15%
O=C(/C=C/c1c(Cl)cccc1Cl)NCCCn1ccnc1 | 0 | -5%

(more compounds)
SMILES | Giardia kill | BRCA1 expr act
c1csc(CCCN2CCCCC2)c1 | 4 | -8%
O=[N+]([O-])c1ccc(C2=CSC3=NCCN23)cc1 | -19 | -9%
COc1cc(C2c3cc4c(cc3CC3COC(=O)N32)OCO4)cc(OC)c1OC (centres undefined) | 25 | -76%
Cc1ccc2nc(-c3ccc(C)o3)c(Nc3ccc(Cl)cc3)n2c1 | -7 | 0%
O=C1CN(C(=O)c2ccco2)C(c2ccc(F)cc2)c2cc(Cl)ccc2N1 (centres undefined) | 5 | -53%
COc1ccc(CCc2c[nH]c(=O)c3cncnc23)cc1OC | -2 | 6%
CN=C1SC(CC(=O)Nc2ccc(C(C)=O)cc2)C(=O)N1C (centres undefined) | -2 | -5%
Nc1nc(-c2ccccc2Cl)cs1 | -3 | 10µM*
O=c1[nH]c2ccccc2cc1-c1nnn(-c2ccc(Cl)c(Cl)c2)n1 | 9 | -13%
CC(=O)Nc1ccc2c(c1)C(=O)c1cccc(C(=O)O)c1-2 | 11 | -30%
CN1CC[C@@H]2C(=O)N3CCc4ccc(-c5ccc6c(c5)OCO6)cc4[C@@H]3C[C@@H]21 | 23 | 0%
Cc1ccc(-c2csc(C(C#N)=C(O)CN3CCN(C(=O)c4ccco4)CC3)n2)cc1 | 3 | 1%
CCCn1c(N)c(N(CCOC)C(=O)c2ccc(S(=O)(=O)N3CCOCC3)cc2)c(=O)[nH]c1=O | 3 | 1%
Cc1c(NC(=O)c2cccc(S(=O)(=O)N(C)c3ccccc3)c2)c(=O)n(-c2ccccc2)n1C | 11 | 1%
CC(NC(=O)c1ccccc1Br)C1CC2CCC1C2 (centres undefined) | 10 | 22%
O=C(Nc1ccc2nc(-c3ccco3)c(-c3ccco3)nc2c1)N1CCCC1 | 12 | 23%
CN(Cc1ccccc1)C(=O)c1ccc(NC(=O)Cc2ccc(NC(=O)C3CCCN(C(=O)C4CCCCC4)C3)cc2)cc1 (centres undefined) | 12 | -16%
O=C1NC(=S)SC1=Cc1ccc2c(c1)OCO2 | 4 | 0%
Cc1cn(CC(=O)NCc2ccc3c(c2)OCO3)c(=O)[nH]c1=O | -22 | 5%
COc1ccc(Cl)c2sc(N(CCN(C)C)C(=O)C3=COCCO3)nc12 | -8 | -10%
CCC(=O)N1CCN(c2ccc(Cl)cc2NC(=O)c2ccc(Br)o2)CC1 | 8 | -40%
Cn1c(=O)c2[nH]c(C=Cc3ccc4c(c3)OCO4)nc2n(C)c1=O | 33[activator] | 1%
NN=C(NN=Cc1ccccc1)c1ccccc1 | 2 | 1%
CC(C)n1nc(Cc2cccc3ccccc23)c(C#N)c1N | -23 | -5%
Cc1cc(C)n(-c2nc(NC(C)C)nc(NC(C)(C)C)n2)n1 | -15 | -6%
CC1(C)c2ccccc2-c2nc3ccccc3cc2C1N1CCOCC1 (centres undefined) | -8 | -42%
CCOC(=O)N1C2CCC(C2)N1C(=O)OCC | 21 | 25%
Oc1cccc(CN2CCOCC2)c1O | 3 | -2%
O=C(N/N=C/c1ccccc1)c1cccc2ccccc12 | -8 | 21%
COc1ccc(NC(=O)c2ccc(NC(=O)CN3CCN(c4ccc(O)cc4)CC3)cc2)cc1 | -7 | 24%
COc1ccc(Cl)cc1Nc1nc(NCCO)nc(N2CCCCC2)n1 | 6 | -4%
CC(=O)C[C@H]1c2cc(C(F)(F)F)ccc2S(=O)(=O)N1c1ccccc1 | 26 | 6%
COc1ccc(N=C2C=CC(=O)O2)cc1 | -3 | -4%
CCCSc1nc(N)nc2c1ncn2C1OC(CO)C(O)C1O (centres undefined) | -5 | -5%
CCC1(CC)C(=O)Nc2ccccc21 | -26 | 0%
CC(C)CC(C(=O)OCC(=O)N1CCN(c2ccccc2)CC1)N1C(=O)c2ccccc2C1=O (centres undefined) | 4 | -2%
CCOC(=O)C1=C(C)N(C)C(=O)NC1c1cccc([N+](=O)[O-])c1 (centres undefined) | 7 | -9%
Clc1ccc2c(c1)C1CC2CCN1Cc1ccccc1 (centres undefined) | -7 | 13%
COc1c(Cl)cc(C(=O)O)cc1Cl | -2 | 2%
COc1nc(-c2ccccc2)nc(-c2ccccc2)c1C | 21 | -12%
Cc1c(NS(=O)(=O)c2ccc(C(=O)N(C)Cc3cccc(Cl)c3Cl)cc2)c(=O)n(-c2ccccc2)n1C | -11 | -21%
CC1(C)CC(=O)C=C(c2ccc3c(c2)OCO3)C1 | -1 | 34%
O=S(=O)(CC=CCS(=O)(=O)c1ccccc1)c1ccccc1 | -4 | -20%
COc1ccccc1NC(=O)/C(C#N)=C/c1cccn1C | -17 | -7%
CC(=O)c1cc2c(cc1NC(=O)c1ccc(-n3nc(C)cc3C)cc1)OCO2 | -13 | -3%
O=C(O)C1C2OC(C(Br)C2Br)C1C(=O)O (centres undefined) | -2 | 1%
CC(C)C(Cl)=NOC(=O)Nc1ccc(F)cc1 | -18 | -20%
COc1ccc(Cl)cc1N=Cc1c(O)cc(C)oc1=O | -19 | 2%
CCCCC[C@H](O)/C=C/C1C(=O)C=C[C@H]1C/C=C\CCCC(=O)OC (some centres undefined) | 10 | -70%
O=[N+]([O-])c1cc(-c2csc(NCCc3nc4cc(C(F)(F)F)ccc4n3CCCO)n2)ccc1Cl | 9 | -4%
COc1ccc(O)c(CN2CC3CCC(CC3)C2)c1 | -12 | -1%
O=[N+]([O-])c1ccc2[nH]c(=S)sc2c1 | -16 | -29%
O=C(CCc1ccco1)CCc1ccco1 | -20 | -2%
O=C1c2ccccc2C(=O)N1CCCCNc1ccccc1 | -14 | 42%
CC(=O)Nc1ccc2nc(N)sc2c1 | 4 | -23%
CC(=O)O[C@H]1C(=O)[C@]2(C)[C@H]([C@H](OC(=O)c3ccccc3)[C@]3(O)C[C@H](OC(=O)[C@H](O)[C@@H](NC(=O)c4ccccc4)c4ccccc4)C(C)=C1C3(C)C)[C@]1(OC(C)=O)CO[C@@H]1C[C@@H]2O | ? | 0%
Cc1ccc(C(=O)N2[C@@H]3CN(C)C(=O)[C@@]2(C)[C@H]2C(=O)N(Cc4ccccc4)C(=O)[C@@H]32)cc1 | -27 | -7%
CCC1CCCCN1Cc1c(O)ccc2c(=O)c(-c3ccccc3OC)coc12 (centres undefined) | 7 | 15%
CC(C)(C)c1cccc(S(=O)(=O)N2CCN(c3nc(-c4cccs4)nc4ccccc34)CC2)c1 | 8 | 0%
CC(C)CCNC(=O)C1CC2Cn3c(nc4cc(Cl)c(Cl)cc43)C2N1C (centres undefined) | 11 | 1%

Some of the entries so far, with two lines to a compound:
Results follow in this order: Giardia kill | BRCA1 expr act
CC(C)(C)c1cccc(S(=O)(=O)N2CCN(c3nc(-c4cccs4)nc4ccccc34)CC2)c1
  8 | 0%
CCCCC[C@H](O)/C=C/C1C(=O)C=C[C@H]1C/C=C\CCCC(=O)OC (some centres undefined)
  10 | -70%
O=C1c2ccccc2C(=O)N1CCCCNc1ccccc1
  -14 | 42%
O=C(CCc1ccco1)CCc1ccco1
  -20 | -2%

More compounds:
SMILES | Giardia kill | BRCA1 expr act
O=S(=O)(Nc1ccccc1)C1CCCCC1 | 0 | -16%
O=C(NCc1ccccc1)c1cccc(NC(=O)C2CCC2)c1 | 5 | 5%
O=C(O)C1CC2C3CC(C(=O)O)C(C3)C2C1 (centres undefined) | -21 | -4%
CCOC(=O)CSc1nnc(-c2ccc(S(=O)(=O)NCc3cccs3)cc2)o1 | ? | -5%
COc1ccc(CCN2CC(C(=O)OC(C)C(=O)Nc3ccc(NC(C)=O)cc3)CC2=O)cc1OC (centres undefined) | -6 | -9%
CN(CCCn1cnc2c(OCc3ccccc3)ncnc21)CCc1ccccn1 | -5 | 3%
CCN1C[C@@H]2[C@@H]3C(=O)N(C)C(=O)[C@@H]3[C@](C)(C1=O)N2C(=O)c1ccc(C)cc1 | -24 | 7%
CC(C)C[C@@H](CN)NC(=O)c1nc[nH]c1C(=O)N[C@@H](C)C(=O)CNC[C@H](C)NC(=O)c1nc[nH]c1C(=O)N[C@@H](CC(=O)O)C(=O)O | -22 | 7%
CC(C)CNC(=O)C1Nc2ccc(C(F)(F)F)cc2C2C=CCC12 (centres undefined) | -1 | 68%
O=S(=O)(c1ccc2ncsc2c1)N1CCN(c2nc(-c3cccs3)nc3ccccc23)CC1 | -22 | 30%
Cc1ccc([N+](=O)[O-])c(OCCCN2CCC(Cc3ccccc3)CC2)c1 | 30 | -76%
CCNc1nc(C)nc2c1cnn2C | -13 | 2%

Laid out differently: entries from further up.
SMILES	Giardia kill	BRCA1 expr act
O=C(O)C1CC2C3CC(C(=O)O)C(C3)C2C1 (centres undefined)	-21	-4%
CCOC(=O)CSc1nnc(-c2ccc(S(=O)(=O)NCc3cccs3)cc2)o1	?	-5%
COc1ccc(CCN2CC(C(=O)OC(C)C(=O)Nc3ccc(NC(C)=O)cc3)CC2=O)cc1OC (centres undefined)	-6	-9%
CN(CCCn1cnc2c(OCc3ccccc3)ncnc21)CCc1ccccn1	-5	3%
CCN1C[C@@H]2[C@@H]3C(=O)N(C)C(=O)[C@@H]3[C@](C)(C1=O)N2C(=O)c1ccc(C)cc1	-24	7%

Next part:
SMILES | Giardia kill | BRCA1 expr act
CCOC(=O)C1CCN(C(=O)c2ccccc2)C(CC)C1=O (centres undefined) | 11 | 6%
O=c1[nH]nc(-c2n[nH]c(=O)o2)o1 | 3 | 19%
CCCCn1c(N)c(N(CCOC)C(=O)c2oc3ccc(Br)cc3c2C)c(=O)[nH]c1=O | 4 | -14%
Cn1c(=O)c(-c2cccc(Cl)c2)c(O)c2ccccc21 | -17 | 1%
CN(Cc1c(F)cccc1Cl)C(=O)c1cccc(S(=O)(=O)N2CCN(Cc3ccccc3)CC2)c1 | -5 | -36%
O=C(c1ccc([N+](=O)[O-])cc1)N1CCc2ccccc21 | -10 | 19%
Cc1ccc(NC(=O)CCC(=O)c2ccccc2)cc1 | -16 | 5%
OCCSc1ccc2nnc(-c3ccccc3)n2n1 | 6 | 4%
O=C1C=CC(=O)N1Cc1ccncc1 | 6 | 20%
CC1CCCC(CC(N)=O)CC1 (centres undefined) | 9 | 16%
O=C(Nc1cccc([N+](=O)[O-])c1)N(c1ccccc1)c1ccccc1 | ? | 23%
O=C(NCc1ccccc1)N1CCN(CCO)CC1 | -26 | 2%
CCOC(=O)c1cc2c(c(CCO)n1)[C@@H](CCO)N(S(=O)C(C)(C)C)C2 (some centres undefined) | 3 | 6%
CC(C)CN1CCN(CCCOC(=O)Nc2cccc3ccccc23)CC1C (centres undefined) | 3 | -24%
O=C1Nc2cc(Cl)ccc2Nc2cscc21 | 12 | -27%
COC(C/C=C\C(=O)[C@H](C)OCc1ccccc1)OC | 12 | 11%
Cc1ccc(CN2C(=O)COc3cc(NS(C)(=O)=O)ccc32)cc1 | 2 | -20%
CCCCOC(=O)c1ccc(NC(=O)COC(=O)CN2C(=O)NC3(CCCC3)C2=O)cc1 | 1 | 84%
CCCCNCCS(=O)(=O)NCc1ccccc1OC | -9 | 4%
CCOc1ccc(C(c2nnnn2Cc2ccccc2)N2CCN(C(=O)c3ccco3)CC2)cc1 (centres undefined) | -8 | -8%
O=C1NCCN(CC2CCN(CCc3ccc(Cl)c(Cl)c3)CC2)C1=O | 17 | 30%
CC1(C)c2[nH]c3ccccc3c2C[C@H]2C(=O)N(Cc3cccc(F)c3)C(=O)N21 | 2 | -61%
CN(C(=O)c1ccc(NC(=O)Cc2ccc(NC(=O)C3CCN(C(=O)C4CCC4)CC3)cc2)cc1)C1CCCC1 | 9 | 13%
COc1ccc(OC)c(C(=O)c2ccc([N+](=O)[O-])cc2)c1 | 10 | -1%

Bioassay records: PubChem BioAssay, National Center for Advancing Translational Sciences (NCATS)

Only part of the results is shown, so the mix of outcomes need not match the whole.
